Rv3671c protease – Rv3671c serine protease inhibitors, primary screen, biochemical, fluorescence polarization, M. tuberculosis H37Rv. P9WHR9. inhibition, % at 5.96 µM. AID 2606, 2010. 320,000 compounds, 0.048% hits; in the data active = inhibition above about 38%;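 also: extracellular domain of Rv3671c used as enzyme; 0% = enzyme with DMSO and 100% = no enzyme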
Target sequence (P9WHR9 whole entry, looked up, the tested form may be a part): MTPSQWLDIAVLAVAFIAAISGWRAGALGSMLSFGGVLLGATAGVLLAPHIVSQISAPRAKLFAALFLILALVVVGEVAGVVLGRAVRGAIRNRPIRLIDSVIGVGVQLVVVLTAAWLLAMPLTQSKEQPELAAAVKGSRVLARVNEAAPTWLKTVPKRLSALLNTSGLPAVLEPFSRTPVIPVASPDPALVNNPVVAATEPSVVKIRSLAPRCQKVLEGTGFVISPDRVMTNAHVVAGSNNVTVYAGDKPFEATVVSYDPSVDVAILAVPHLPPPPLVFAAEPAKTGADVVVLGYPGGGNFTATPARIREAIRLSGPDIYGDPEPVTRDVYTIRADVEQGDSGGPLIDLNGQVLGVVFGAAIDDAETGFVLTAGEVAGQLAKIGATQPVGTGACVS
Anthrax LF inh2 – Bacillus anthracis LF protease inhibitors, primary screen, biochemical, multiplex microsphere, MLPCN library; inhibition, % at 10 µM; multiplex microsphere protease cleavage assay; Lethal factor (Bacillus anthracis), P15917; 360,000 compounds, 0.12% hits; also: plate controls were buffer without enzyme for full effect and enzyme alone for no effect
CCHFV vOTU inh – CCHFV vOTU protease inhibitors, primary screen, biochemical, Pep-AMC substrate, fluorescence | Crimean-Congo hemorrhagic fever virus L polyprotein viral ovarian tumor (vOTU) protease … | inhibition, % at 11.5 µM | 370,000 compounds, 0.55% hits; in the data active = inhibition above about 30%; also: 0% = vehicle wells with enzyme and 100% = no enzyme wells
MazEF act – activators of E. coli MazEF toxin-antitoxin RNase, primary screen, biochemical, fluorescence, uHTS. Endoribonuclease toxin MazF (Escherichia coli (strain K12)), P0AE70. FAM/BHQ RNA-DNA oligo cleavage fluorescence, 5 h. activation, % at 20 µM. 350,000 compounds, 0.32% hits. AID 504720, 2011; in the data active = activation above about 50%
Target sequence (P0AE70 whole entry, looked up): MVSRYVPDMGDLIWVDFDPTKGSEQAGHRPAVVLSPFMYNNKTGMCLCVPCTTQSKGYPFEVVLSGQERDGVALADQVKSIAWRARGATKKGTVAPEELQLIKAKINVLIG
SSB-PriA inh – inhibitors of Klebsiella pneumoniae PriA binding to SSB C-terminal tail, primary screen, biochemical, AlphaScreen. PriA–SSB C-terminal tail interaction (Klebsiella pneumoniae). AID 1272365, 2023. AlphaScreen SSBct-PriA binding, biotinylated peptide. inhibition, % at 33 µM. 430,000 compounds, 0.6% hits; in the data active = inhibition mostly above about 37%, no sharp cut-off; inactive = mostly below about 20%;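 also: plate controls were negative control peptide for no effect and reference peptide for full effect; strong numbers were not always called active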
BoNT A protease – BoNT/A light chain protease inhibitors, primary screen, biochemical, flow cytometry, MLPCN library. Botulinum neurotoxin type A light chain protease (Clostridium botulinum A str. ATCC 3502). multiplex microsphere protease substrate cleavage. inhibition, % at 10 µM. 360,000 compounds, 0.17% hits; also: plate controls were buffer without enzyme for full effect and enzyme alone for no effect
VHR inh abs – VHR1 phosphatase inhibitors, primary screen, biochemical, absorbance, uHTS; Dual specificity protein phosphatase 3 (Homo sapiens), P51452; recombinant VHR phosphatase, pNPP absorbance; inhibition, % at 13.3 µM; 290,000 compounds, 0.52% hits; in the data active = inhibition above about 50%; also: some compounds called inactive have numbers as strong as hits
Target sequence (P51452 whole entry, looked up): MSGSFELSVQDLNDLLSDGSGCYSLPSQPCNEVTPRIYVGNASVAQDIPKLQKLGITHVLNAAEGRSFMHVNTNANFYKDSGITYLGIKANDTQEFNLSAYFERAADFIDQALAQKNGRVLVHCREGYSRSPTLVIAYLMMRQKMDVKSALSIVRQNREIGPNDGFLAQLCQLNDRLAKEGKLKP
BoNT-F LC inh – BoNT/F light chain protease inhibitors, primary screen, biochemical, flow cytometry, MLPCN library | Botulinum neurotoxin type F light chain protease (Clostridium botulinum) | Multiplex microsphere protease cleavage assay | inhibition, % at 10 µM | 360,000 compounds, 0.22% hits | AID 588497, 2011; in the data active = inhibition above about 35%, passing the limit was not always enough; inconclusive = no clear call, values can overlap the other calls; also: plate controls were buffer without enzyme for full effect and enzyme alone for no effect
PrPC TRFRET – inhibitors of human cell surface prion protein PrPC, primary screen, cell-based, TR-FRET | Major prion protein (Homo sapiens), P04156 | TR-FRET read-out | inhibition, % at 13.8 µM | 370,000 compounds, 0.43% hits | AID 720596, 2013; in the data active = inhibition above about 24%; also: 0% = median of the test wells and 100% = reference compound wells
SARS 3CLpro inh – SARS-CoV 3CLpro protease inhibitors, primary screen, biochemical, quenched FRET; Replicase polyprotein 1ab (Severe acute respiratory syndrome coronavirus), P0C6X7; 290,000 compounds, 0.14% hits; recombinant SARS-CoV 3CLpro, quenched FRET peptide cleavage; inhibition, % at 6 µM; in the data active = inhibition above about 12%
* marks the source's active call; other numbers are inactive results. Rule as the data show it, unless noted: active = inhibition above about 30%; inconclusive = no clear call, values can overlap the other calls; inactive = below that. Not all compounds are listed; rates above refer to the full screens.

What do the screens show for `COc1cc(Cn2c3ccc(NC(=O)CCc4ccccc4)cc3c(=O)n2C)ccc1F`?
Anthrax LF inh2: -11; CCHFV vOTU inh: -86; BoNT A protease: 0.2; BoNT-F LC inh: 0; PrPC TRFRET: 16

How did CCOC(=O)c1cccc(S(=O)(=O)N(CCO)Cc2cc3cc(OC)ccc3[nH]c2=O)c1 do in these assays?
Rv3671c protease: 5; Anthrax LF inh2: -2; MazEF act: 3; SSB-PriA inh: -20; BoNT A protease: 0.5; VHR inh abs: -1; BoNT-F LC inh: -3; SARS 3CLpro inh: 0

Results for O=C(c1cccc(Cl)c1)N1CCC2CC1c1cc(-c3ccccc3)ccc12 (centres undefined) ?
Anthrax LF inh2: -6; CCHFV vOTU inh: 17; MazEF act: -1; SSB-PriA inh: -11; BoNT A protease: -1.8; BoNT-F LC inh: -23; PrPC TRFRET: 9

What do the screens show for `COC(=O)[C@]12CCCCC=C1N(CCC1=CCCCC1)C(=O)[C@H](CC(=O)NCCCCc1ccccc1)C2`?
Anthrax LF inh2: -1; CCHFV vOTU inh: 22; BoNT A protease: -0.4; BoNT-F LC inh: -8; PrPC TRFRET: -1

What do the screens show for `CSc1nc2c(c(=O)[nH]1)C(c1cccc(Cl)c1Cl)CC(=O)N2` (centres undefined)?
Rv3671c protease: -7; Anthrax LF inh2: 0; CCHFV vOTU inh: -4; MazEF act: 3; SSB-PriA inh: 1; BoNT A protease: -0.7; VHR inh abs: 11; BoNT-F LC inh: 3; PrPC TRFRET: 2; SARS 3CLpro inh: -1

Results for Cc1c(NP(=O)(Oc2ccccc2F)Oc2ccccc2F)c(=O)n(-c2ccccc2)n1C ?
Rv3671c protease: -9; Anthrax LF inh2: 1; CCHFV vOTU inh: -2; MazEF act: -5; SSB-PriA inh: 0; BoNT A protease: -0.5; VHR inh abs: -2; BoNT-F LC inh: -3; PrPC TRFRET: 0; SARS 3CLpro inh: 0

How did COc1cc(F)ccc1CN1CCC(n2nccc2NC(=O)C2CCOC2)CC1 (centres undefined) do in these assays?
Rv3671c protease: 5; Anthrax LF inh2: -4; CCHFV vOTU inh: 3; MazEF act: -3; SSB-PriA inh: -1; BoNT A protease: 2.6; VHR inh abs: 14; BoNT-F LC inh: 8; PrPC TRFRET: -3; SARS 3CLpro inh: -3

Results for CCC(C)Nc1ccc(NC(C)CC)cc1 (centres undefined) ?
Rv3671c protease: -4; Anthrax LF inh2: -36; MazEF act: 2; SSB-PriA inh: 40*; BoNT A protease: 3.8; BoNT-F LC inh: -89

How did COc1ccc(N(/N=C2\Sc3ccccc3C2=O)C(C)=O)cc1 do in these assays?
Anthrax LF inh2: 0; CCHFV vOTU inh: 1; MazEF act: 0; BoNT A protease: 0.5; VHR inh abs: 14; BoNT-F LC inh: -2; PrPC TRFRET: 1; SARS 3CLpro inh: -5

What do the screens show for `Cc1cc(Br)cn2c(Cc3ccccc3)c(-c3cccc(Cl)c3)nc12`?
Anthrax LF inh2: -4; CCHFV vOTU inh: 14; BoNT A protease: 1.1; BoNT-F LC inh: 1; PrPC TRFRET: -7

Results for O=c1c2ccccc2nc(SCc2nnc(-c3ccccc3)o2)n1-c1ccc(F)cc1F ?
Rv3671c protease: -12; Anthrax LF inh2: -1; CCHFV vOTU inh: 6; MazEF act: 0; SSB-PriA inh: 12; BoNT A protease: 1.1; VHR inh abs: 6; BoNT-F LC inh: 23; PrPC TRFRET: 7; SARS 3CLpro inh: 1

How did Nn1c(-c2ccccn2)nnc1-c1ccccn1 do in these assays?
Rv3671c protease: -2; Anthrax LF inh2: -3; CCHFV vOTU inh: 1; MazEF act: 5; SSB-PriA inh: 19; BoNT A protease: -2.4; VHR inh abs: -5; BoNT-F LC inh: -55; PrPC TRFRET: 3; SARS 3CLpro inh: 3

Results for CCCCSc1nc2c(cc1C#N)CCC2 ?
Rv3671c protease: 7; Anthrax LF inh2: -1; CCHFV vOTU inh: -3; MazEF act: -13; SSB-PriA inh: -55; BoNT A protease: -1.0; VHR inh abs: -13; BoNT-F LC inh: -3; PrPC TRFRET: 4; SARS 3CLpro inh: -2

How did COc1ccccc1OCCNC(=O)c1cc(=O)[nH]c2ccccc12 do in these assays?
Rv3671c protease: -11; Anthrax LF inh2: -8; CCHFV vOTU inh: -3; MazEF act: 0; SSB-PriA inh: 3; BoNT A protease: -1.3; VHR inh abs: -9; BoNT-F LC inh: 2; PrPC TRFRET: -3; SARS 3CLpro inh: 62*

What do the screens show for `CCOc1ccc(OCC)c(S(=O)(=O)n2cnc(C)c2)c1`?
Rv3671c protease: -2; Anthrax LF inh2: 18; CCHFV vOTU inh: -2; MazEF act: -1; SSB-PriA inh: -30; BoNT A protease: 0.3; VHR inh abs: 26; BoNT-F LC inh: inconclusive; PrPC TRFRET: -6; SARS 3CLpro inh: 1

Arranged by number of heavy atoms (rising): part of the list above
What do the screens show for `CSc1nc2c(c(=O)[nH]1)C(c1cccc(Cl)c1Cl)CC(=O)N2` (centres undefined)?
Rv3671c protease: -7; Anthrax LF inh2: 0; CCHFV vOTU inh: -4; MazEF act: 3; SSB-PriA inh: 1; BoNT A protease: -0.7; VHR inh abs: 11; BoNT-F LC inh: 3; PrPC TRFRET: 2; SARS 3CLpro inh: -1

What do the screens show for `Cc1cc(Br)cn2c(Cc3ccccc3)c(-c3cccc(Cl)c3)nc12`?
Anthrax LF inh2: -4; CCHFV vOTU inh: 14; BoNT A protease: 1.1; BoNT-F LC inh: 1; PrPC TRFRET: -7

What do the screens show for `COc1cc(Cn2c3ccc(NC(=O)CCc4ccccc4)cc3c(=O)n2C)ccc1F`?
Anthrax LF inh2: -11; CCHFV vOTU inh: -86; BoNT A protease: 0.2; BoNT-F LC inh: 0; PrPC TRFRET: 16

The list continues.
Results for CC(C)(Nc1ccccc1)C(=O)c1ccccc1 ?
Rv3671c protease: 2; Anthrax LF inh2: -2; CCHFV vOTU inh: 3; MazEF act: -5; SSB-PriA inh: -9; BoNT A protease: 0.8; VHR inh abs: -10; BoNT-F LC inh: 7; PrPC TRFRET: -1; SARS 3CLpro inh: 0

What do the screens show for `COc1ccccc1NC(=O)c1ccc(NC(=O)c2ccc(=O)[nH]c2)cc1`?
Rv3671c protease: -4; Anthrax LF inh2: 5; CCHFV vOTU inh: -6; MazEF act: -6; SSB-PriA inh: 2; BoNT A protease: -0.3; BoNT-F LC inh: -2; PrPC TRFRET: -8

What do the screens show for `CCN(CC)S(=O)(=O)c1csc(C(=O)NC2CCCCC2)c1`?
Rv3671c protease: 7; Anthrax LF inh2: -9; CCHFV vOTU inh: -12; MazEF act: 4; SSB-PriA inh: -10; BoNT A protease: 0.3; VHR inh abs: 11; BoNT-F LC inh: -4; PrPC TRFRET: 9; SARS 3CLpro inh: -5

How did COC(=O)c1ccc2nc(-c3cccc(Cl)c3)c(Cc3ccccc3OC)n2c1 do in these assays?
Anthrax LF inh2: -6; CCHFV vOTU inh: -3; BoNT A protease: 3.3; BoNT-F LC inh: -6; PrPC TRFRET: 3

What do the screens show for `C=CCNC(=S)NNC(=O)c1ccc(OCC)cc1`?
Rv3671c protease: 7; Anthrax LF inh2: -4; CCHFV vOTU inh: -8; MazEF act: -10; SSB-PriA inh: -15; BoNT A protease: 0.0; VHR inh abs: 17; BoNT-F LC inh: 3; PrPC TRFRET: -2; SARS 3CLpro inh: -6

Results for O=C(O)c1c2c(nc3ccc(S(=O)(=O)N4CCC(C(=O)NCc5ccccc5)CC4)cc13)CCCC2 ?
Anthrax LF inh2: -4; CCHFV vOTU inh: 4; MazEF act: -6; BoNT A protease: -0.3; BoNT-F LC inh: -2; PrPC TRFRET: -6

Results for CCOC(=O)c1cnc(-n2nc(C)cc2C)nc1Nc1ccc(N(C)C)cc1 ?
Rv3671c protease: 11; Anthrax LF inh2: -5; CCHFV vOTU inh: -1; MazEF act: 3; SSB-PriA inh: 41; BoNT A protease: -0.8; VHR inh abs: 13; BoNT-F LC inh: -33; PrPC TRFRET: 7; SARS 3CLpro inh: -1

What do the screens show for `CN1c2ccsc2C(=O)/C(=C\Nc2cccc(C(F)(F)F)c2)S1(=O)=O`?
Rv3671c protease: -2; CCHFV vOTU inh: 7; MazEF act: 7; VHR inh abs: 20; PrPC TRFRET: 3; SARS 3CLpro inh: 4

How did COc1ccc(CSc2nncn2N)cc1[N+](=O)[O-] do in these assays?
Rv3671c protease: 7; Anthrax LF inh2: 1; CCHFV vOTU inh: -15; MazEF act: -4; SSB-PriA inh: -7; BoNT A protease: 0.0; VHR inh abs: 21; BoNT-F LC inh: -3; PrPC TRFRET: -11; SARS 3CLpro inh: 2

How did Cc1ccc(S(=O)(=O)N[C@@H](CO)C(=O)N[C@@H](Cc2ccc(O)cc2)C(=O)O)cc1 do in these assays?
Rv3671c protease: -11; Anthrax LF inh2: 7; CCHFV vOTU inh: 12; MazEF act: 2; SSB-PriA inh: -8; BoNT A protease: 0.7; VHR inh abs: -5; BoNT-F LC inh: 9; PrPC TRFRET: 8; SARS 3CLpro inh: 3

What do the screens show for `CCOc1ccc(S(=O)(=O)n2ccnc2)c2ccccc12`?
Rv3671c protease: 3; Anthrax LF inh2: -2; CCHFV vOTU inh: 6; MazEF act: 1; SSB-PriA inh: -2; BoNT A protease: 0.2; VHR inh abs: 34; BoNT-F LC inh: 6; PrPC TRFRET: 1

Results for Cc1cccc(NC(=O)CN(C)S(=O)(=O)c2ccc(Cl)cc2)n1 ?
Rv3671c protease: -2; Anthrax LF inh2: -3; CCHFV vOTU inh: 4; MazEF act: -5; SSB-PriA inh: -7; BoNT A protease: -0.7; VHR inh abs: 12; BoNT-F LC inh: -5; PrPC TRFRET: -1; SARS 3CLpro inh: -1

Results for COc1ccc(S(=O)(=O)Nc2ccc(F)cc2F)cc1C(=O)N1CCOCC1 ?
Rv3671c protease: -4; Anthrax LF inh2: 0; CCHFV vOTU inh: 14; MazEF act: -1; SSB-PriA inh: -9; BoNT A protease: -1.6; VHR inh abs: 4; BoNT-F LC inh: -5; PrPC TRFRET: -8; SARS 3CLpro inh: -2

How did O=S(=O)(c1ccc2nnn(OCc3ccccc3)c2c1)N1CCOCC1 do in these assays?
Rv3671c protease: 9; Anthrax LF inh2: 0; CCHFV vOTU inh: 2; MazEF act: -1; SSB-PriA inh: -10; BoNT A protease: -1.8; BoNT-F LC inh: -3; PrPC TRFRET: 9

Results for CCCOc1ccc(C2C(C#N)=C(N)Oc3nc[nH]c(=O)c32)cc1OC (centres undefined) ?
Rv3671c protease: 0; Anthrax LF inh2: -3; CCHFV vOTU inh: -14; MazEF act: -1; SSB-PriA inh: -3; BoNT A protease: -0.7; VHR inh abs: 17; BoNT-F LC inh: 1; PrPC TRFRET: -7; SARS 3CLpro inh: 3

How did CCOC(=O)c1ccc(NC(=O)NC2CCN(CC(=O)NCc3ccc4c(c3)OCO4)CC2)cc1 do in these assays?
Rv3671c protease: 6; Anthrax LF inh2: -1; CCHFV vOTU inh: -5; MazEF act: 8; SSB-PriA inh: -1; BoNT A protease: 0.0; VHR inh abs: 22; BoNT-F LC inh: -1; PrPC TRFRET: -3; SARS 3CLpro inh: 3
